Screening results: PubChem, National Center for Advancing Translational Sciences (NCATS)
HEK293 tox = kills HEK 293 cells. HEK 293 viability, ATP luminescence (CellTiter-Glo), 48-72 h. Potency, µM (series often up to 115 µM), for the others: at the highest dose activity change, negative = cytotoxicity, hits mostly inhibitors. 94,000 tested, 6.6% active. AID 1345083; note: potency is the fitted concentration of half-maximal effect; nearly all actives have a fitted effect of over 60% in size
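qHTS cytotoxicity; HEK 293, 250 cells/well; compound pinned; 48 or 72 hr, 37 degree Celsius, 5% CO2, 95% humidity; CellTiter-Glo, 10 min RT; luminescence (ATP).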
Luciferase inh = inhibitors of firefly (Photinus pyralis) luciferase; P08659; purified P. pyralis luciferase, luminescence, biochemical; Potency, µM (top dose mostly 115 µM), for inactives: top-dose activity change, negative = inhibition, actives largely listed as inhibitors; 76,000 tested, 2.5% active; AID 1347043; note: potency is the fitted concentration of half-maximal effect; nearly all actives have a fitted effect of over 65% in size
Target sequence (P08659 whole entry, looked up): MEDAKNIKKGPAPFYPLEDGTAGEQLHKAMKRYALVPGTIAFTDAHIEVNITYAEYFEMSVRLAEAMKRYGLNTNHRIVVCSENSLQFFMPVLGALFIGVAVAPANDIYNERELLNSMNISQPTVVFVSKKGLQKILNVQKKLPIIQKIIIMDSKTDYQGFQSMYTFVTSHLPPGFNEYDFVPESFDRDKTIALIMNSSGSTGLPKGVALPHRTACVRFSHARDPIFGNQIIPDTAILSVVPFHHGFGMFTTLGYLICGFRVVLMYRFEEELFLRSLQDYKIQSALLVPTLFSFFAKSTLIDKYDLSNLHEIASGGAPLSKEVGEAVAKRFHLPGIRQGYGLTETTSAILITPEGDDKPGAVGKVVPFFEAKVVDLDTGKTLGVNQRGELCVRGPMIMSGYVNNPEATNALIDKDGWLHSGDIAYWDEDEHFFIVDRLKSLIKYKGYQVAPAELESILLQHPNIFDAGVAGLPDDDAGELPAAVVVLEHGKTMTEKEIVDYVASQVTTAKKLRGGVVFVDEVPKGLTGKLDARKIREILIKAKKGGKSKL
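Purified 10nM P. pyralis luciferase with 10uM D-luciferin and 10uM ATP in 50mM Tris acetate pH 7.5, 10mM Mg acetate, 0.01% Tween-20, 0.05% BSA. qHTS titration; luminescence read by CCD imager.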
3T3 cytotox = NIH 3T3 cell cytotoxicity; AID 1345082; NIH 3T3 viability, CellTiter-Glo ATP luminescence, 48-72 h; Potency, µM (titrated, usually from 96.7 µM), inactives show top-dose activity change, negative = cytotoxicity, actives largely listed as inhibitors; 94,000 tested, 4.3% active; note: potency is the fitted concentration of half-maximal effect; nearly all actives have a fitted effect of over 55% in size
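First NIH 3T3 cells are plated at 400 cells/well; next compound is pinned in; then plates incubate 48 or 72 hr at 37 °C; finally CellTiter-Glo is added and luminescence read after 10 min.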
IP6K1 inh = blocks human inositol hexakisphosphate kinase 1. Q92551. IP6K1 kinase, ADP-Glo luminescence, 2 h; active compounds read low. activity change, % (series mostly up to about 58 µM). 140,000 tested, 0.81% active. AID 1645851; in the data active = activity change below about -25%
Target sequence (Q92551 whole entry, looked up): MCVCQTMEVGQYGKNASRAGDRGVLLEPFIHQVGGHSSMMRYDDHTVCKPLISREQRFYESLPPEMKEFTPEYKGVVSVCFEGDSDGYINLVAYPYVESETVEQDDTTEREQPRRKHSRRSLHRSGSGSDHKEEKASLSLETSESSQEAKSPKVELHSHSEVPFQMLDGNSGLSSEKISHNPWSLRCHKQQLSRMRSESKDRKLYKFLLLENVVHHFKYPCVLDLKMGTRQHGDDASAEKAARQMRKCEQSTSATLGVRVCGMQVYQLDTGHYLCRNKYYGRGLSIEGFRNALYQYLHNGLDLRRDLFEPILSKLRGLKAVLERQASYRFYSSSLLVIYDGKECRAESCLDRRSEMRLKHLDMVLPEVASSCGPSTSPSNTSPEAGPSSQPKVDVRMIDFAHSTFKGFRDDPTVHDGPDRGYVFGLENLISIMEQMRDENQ
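ADP-Glo luminescence measures ADP made by human IP6K1 during a 2 h RT reaction with ATP/IP6 (mix at 1.3 mM/130 uM); top library doses 57.5 and 19.1 uM final.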
GPT2 inh = GPT2 alanine aminotransferase inhibition; 100,000 tested, 0.25% active; Potency, µM (titrated, usually from 57.7 µM), for inactives: top-dose activity change, negative = inhibition, actives largely listed as inhibitors; Recombinant GPT2, coupled pyruvate oxidase/HRP Amplex Red fluorescence; note: potency is the fitted concentration of half-maximal effect; nearly all actives have a fitted effect of over 60% in size; many of its hits are not listed in these tables
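GPT2 10ng/uL, a-KG 250uM, L-Ala 2mM, HEPES pH7.5 + 0.0001% Tween; 30 min RT. Then Amplex mix (PO/HRP/ThPP), 30 min RT dark, fluorescence. AOA 50uM used as positive control.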
SNCA expr inh = reduces expression of the alpha-synuclein gene; AID 1671194; 140,000 tested, 0.17% active; HEK-293 SNCA-luciferase knock-in, luminescence, 24 h; Potency, µM (top dose mostly 57.2 µM), without a hit: at the highest dose activity change, negative = inhibition, usual class: inhibitors;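 note: potency is the fitted concentration of half-maximal effect; plate controls were DMSO cells for no effect and cell-free wells for full effect; nearly all actives have a fitted effect of over 45% in size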
SNCA viab count = reduces viability of HEK-293 SNCA reporter cells; HEK-293-SNCA-luc viability, GF-AFC fluorescence, 24 h; Potency, µM (highest dose often 57.1 µM), without a hit: top-dose activity change, negative = cytotoxicity, hits mostly cytotoxic; 150,000 tested, 0.12% active;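 note: potency is the fitted concentration of half-maximal effect; 0% = DMSO-treated cells and -100% = medium-only wells without cells; nearly all actives have a fitted effect of over 30% in size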
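HEK-293-SNCA-luc cells (1500/well) plated 24 h, then exposed 24 h to a dilution series; GF-AFC added 30 min at 37C, fluorescence 405/540 nm; normalised to medium-only and DMSO wells, Hill fit.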
* hit, by the source's call; i = inactive; ? = inconclusive; / = not tested or not shown; & = joins results of further samples; [ ] = another dose, or the depositor's remark. Unless noted, calls come from the whole dose curve; as a rule, active = well fitted curve in the direction sought with a large enough effect; inconclusive = small, poorly fitted or top-dose-only effect, or another doubt; inactive = no such curve, though single readings can be large; an effect the other way counts as inactive or inconclusive. Unless noted, % is set by controls: 0 for no effect and ±100 for the full control effect.

Abbreviations – A = HEK293 tox; B = Luciferase inh; C = 3T3 cytotox; D = IP6K1 inh; E = GPT2 inh; F = SNCA expr inh; G = SNCA viab count
mol: Cc1nn2c(c1-c1ccccc1Oc1ccccc1)N(C(=O)Cc1ccccc1)CCC2
  A: 79µM*; B: 0%[172 µM]; C: ?; D: 2; E: -11%[88.5 µM]; F: -27%[87.6 µM]; G: -20%[87.6 µM]
mol: CC(C)Cn1c(=O)c(C(=O)N2CCN([S+](=O)([O-])c3cccc(C(F)(F)F)c3)CC2)nc2cccnc21
  A: ?; B: /; C: ?; D: -17; E: i; F: -16%; G: 4%
mol: Cc1ccc(CC(=O)N2CCC(c3n[nH]c(=O)n3-c3ccccc3)CC2)cc1
  A: -7%; B: -1%; C: 35µM*; D: 9; E: 4%; F: -2%; G: -6%
mol: CCn1c(C(=O)N2CCC(C(=O)NCCc3ccc(OC)cc3OC)CC2)cc2sccc21
  A: /; B: /; C: /; D: -9; E: /; F: ?; G: -4%
mol: CO[C@H]1C(=O)N(C(C)C)[C@H]1C1CCN(S(=O)(=O)c2c(C)noc2C)CC1
  A: -5%; B: -13%; C: -15%; D: 8; E: i; F: 33%[activator]; G: -1%
mol: COc1ccccc1-n1c(=O)c(C(=O)N2CCN([S+](=O)([O-])c3cccc(C(F)(F)F)c3)CC2)nc2cccnc21
  A: 0%; B: /; C: ?; D: 12; E: i; F: 10%; G: 7%
mol: Cn1nnnc1C1CCCN(C(=O)NC2CCCCC2)C1 (centres undefined)
  A: i; B: 5%; C: 3%; D: -7; E: 1%; F: -2%; G: 2%
mol: COc1ccc(OC)c(S(=O)(=O)N2CCC(Oc3ccccc3-c3nc(C)no3)C2)c1 (centres undefined)
  A: -1%; B: 7%; C: -4%; D: 13; E: i; F: -14%; G: -11%
mol: CC1(C)CN(C(=O)CSC23CC4CC(CC(C4)C2)C3)CC1(C)O (centres undefined)
  A: -15%; B: 6%; C: -9%; D: 0; E: -2%; F: 5%; G: 8%
mol: COCCn1c(CN(C)C(C)c2ccccn2)cnc1S(=O)(=O)CCC(C)C (centres undefined)
  A: -12%; B: 2%; C: ?; D: 7; E: -19%; F: 1%; G: -2%
mol: Cc1cc(-c2nc(-c3c(C)noc3C)cc3c2cc(C)n3CCN(C)C)ccn1
  A: ?; B: 2%[172 µM]; C: ?; D: -7; E: -26%[88.5 µM]; F: 20%[87.6 µM]; G: -4%[87.6 µM]
mol: CN(C(=O)CCN1Cc2ccccc2C1=O)C1CCCN(CCc2ccccc2)C1 (centres undefined)
  A: -6%; B: 0%; C: ?; D: -3; E: i; F: -6%; G: -10%
mol: COc1cccc(C(=O)N2CCC(N(C(=O)C3CC3)C3CCOCC3)CC2)c1
  A: 8%; B: 7%; C: -2%; D: -13; E: 1%; F: -3%; G: 7%
mol: O=C(NC[C@H]1O[C@H](Cc2cc(CN3CCOCC3)on2)CC[C@@H]1O)c1cccc(F)c1
  A: i; B: 0%[172 µM]; C: ?; D: -11; E: i; F: 3%[87.6 µM]; G: -2%[87.6 µM]
mol: Cc1cnccc1N1CCCN(C(=O)c2cccc(C3CCCNC3)c2)CC1 (centres undefined)
  A: -29%; B: -5%; C: -9%; D: 7; E: 1%; F: ?; G: -23%
mol: COc1ccccc1CNC(=O)c1cnc(N2CCCC2)nc1C
  A: /; B: /; C: /; D: -20; E: /; F: 4%; G: 2%
mol: Cc1ccc(NC(=O)CCc2c(C)nc3c(-c4ccc(F)cc4)c(C)nn3c2C)cc1F
  A: /; B: /; C: /; D: -5; E: /; F: ?; G: 0%
mol: CC(C)OCCCn1c(=O)c2ccccc2n2c(-c3ccc(F)c(F)c3)nnc12
  A: /; B: /; C: /; D: 3; E: /; F: -9%; G: -2%
mol: COc1ccc(NC(=O)C(C)C2CCOCC2)c(C)c1 (centres undefined)
  A: 6%; B: 3%; C: i; D: 34; E: i; F: -12%; G: 0%[12.5 µM]
mol: CN(C(=O)c1cc2ccccc2s1)C1CCCN(C2Cc3ccccc3C2)C1 (centres undefined)
  A: 1%; B: -7%; C: -8%; D: -4; E: -28%; F: 18%; G: -12%
mol: COc1nc2c(cc1CNC(=O)CSC)C(=O)N(CCc1ccccn1)C2
  A: i; B: 1%; C: -19%; D: 9; E: i; F: -10%; G: -10%
mol: Cc1cc(F)ccc1NC(=O)Cn1cc(S(=O)(=O)NC(C)C)c(S(=O)(=O)NC(C)C)c1
  A: /; B: /; C: /; D: 33; E: /; F: ?; G: 3%
mol: CCN[C@@H]1C[C@H](N)[C@@H](O[C@H]2OC(CN)=CC[C@H]2N)[C@H](O)[C@H]1O[C@H]1OC[C@](C)(O)[C@H](NC)[C@H]1O
  A: /; B: /; C: /; D: -3&-7; E: -4%; F: /; G: 17%
mol: O=C(C1CCCN(Cc2cccc(-c3ccc(F)cc3F)c2)C1)N1CCC(Cc2ccccc2)CC1 (centres undefined)
  A: ?; B: /; C: ?; D: 7; E: ?; F: -15%; G: 4%
mol: CNC(=O)[C@@H]1C[C@H](n2cc(-c3ccc(CN4CC[C@@H](O)C4)cc3)nn2)CN1
  A: 2%; B: -9%; C: 0%; D: 23; E: i; F: -1%; G: 0%
mol: O=C(c1ccc2nc[nH]c2c1)N1CCCC2(C1)Nc1cccnc1NC2=NC1CCCC1 (centres undefined)
  A: 1%; B: 1%; C: 3%; D: -8; E: -7%; F: 1%; G: ?
mol: Cn1c(CN2CCCC2)nnc1C1CCN(C(=O)c2ccc(=O)[nH]c2)CC1
  A: -7%; B: -2%; C: 4%; D: 5; E: 0%; F: -8%; G: 9%
mol: COc1ccc(OC)c(NS(=O)(=O)c2ccc(N3CCCCS3(=O)=O)cc2)c1
  A: /; B: /; C: /; D: -3; E: /; F: 14%; G: -2%
mol: CCCOc1ccc(-c2nonc2NC(=O)c2oc3ccc(C)cc3c2C)cc1OCCC
  A: /; B: /; C: /; D: -11; E: /; F: 5%; G: 3%
mol: Cc1cccc(C)c1NC(=O)CN1C(=O)C(c2ccccc2)=NC12CCCCC2
  A: ?; B: -3%; C: -29%; D: 1; E: 0%; F: -30%; G: -4%[12.5 µM]

Reformatted in markdown: part of the list above.
| smiles | HEK293 tox | Luciferase inh | 3T3 cytotox | IP6K1 inh | GPT2 inh | SNCA expr inh | SNCA viab count |
| --- | --- | --- | --- | --- | --- | --- | --- |
| Cc1ccc(NC(=O)CCc2c(C)nc3c(-c4ccc(F)cc4)c(C)nn3c2C)cc1F | / | / | / | -5 | / | ? | 0% |
| CC(C)OCCCn1c(=O)c2ccccc2n2c(-c3ccc(F)c(F)c3)nnc12 | / | / | / | 3 | / | -9% | -2% |
| COc1ccc(NC(=O)C(C)C2CCOCC2)c(C)c1 (centres undefined) | 6% | 3% | i | 34 | i | -12% | 0%[12.5 µM] |
| CN(C(=O)c1cc2ccccc2s1)C1CCCN(C2Cc3ccccc3C2)C1 (centres undefined) | 1% | -7% | -8% | -4 | -28% | 18% | -12% |
| COc1nc2c(cc1CNC(=O)CSC)C(=O)N(CCc1ccccn1)C2 | i | 1% | -19% | 9 | i | -10% | -10% |
| Cc1cc(F)ccc1NC(=O)Cn1cc(S(=O)(=O)NC(C)C)c(S(=O)(=O)NC(C)C)c1 | / | / | / | 33 | / | ? | 3% |
| CCN[C@@H]1C[C@H](N)[C@@H](O[C@H]2OC(CN)=CC[C@H]2N)[C@H](O)[C@H]1O[C@H]1OC[C@](C)(O)[C@H](NC)[C@H]1O | / | / | / | -3&-7 | -4% | / | 17% |

More structures.
Abbreviations – A = HEK293 tox; B = Luciferase inh; C = 3T3 cytotox; D = IP6K1 inh; E = GPT2 inh; F = SNCA expr inh; G = SNCA viab count
mol: COc1ccc(S(=O)(=O)N(Cc2nc(-c3ccc(Cl)cc3)no2)C2CCCCC2)cc1
  A: /; B: /; C: /; D: -10; E: /; F: 25%; G: -2%
mol: Cc1ccc(CC(=O)N2CCCN(S(C)(=O)=O)c3ccccc32)cc1
  A: -22%; B: -4%; C: 18µM*; D: -7; E: -3%; F: 3%; G: 4%
mol: COc1cccc(CNC(=O)Cn2c(C)cc3nc4n(c(=O)c32)CCCCC4)c1
  A: -6%; B: -17%; C: -4%; D: 5; E: i; F: -5%; G: -1%
mol: Cc1cc(C(N)=O)c(-c2c(C)n[nH]c2C)nc1C
  A: i; B: -4%; C: 1%; D: 12; E: ?; F: 5%; G: -11%
mol: CCOCCn1c(=O)[nH]c2cc(C(=O)N(C)Cc3ccsc3)ccc21
  A: ?; B: 4%; C: -3%; D: -8; E: 0%; F: 12%; G: 17%
mol: Cc1cc(C)c2c(-n3cccc3)c(C(=O)NCCc3ccccc3)sc2n1
  A: /; B: /; C: /; D: -7; E: /; F: 20%; G: 9%
mol: COc1cc(CNC2CCCCCCC2)ccc1OCC(O)CN1CCSCC1 (centres undefined)
  A: ?; B: -9%; C: 79µM*; D: 6; E: i; F: 2%; G: -14%
mol: CCCCCC(=O)N1CC[C@@H](CC(=O)NCc2cccnc2)[C@@H](CC)C1
  A: -20%[172 µM]; B: -12%[172 µM]; C: -31%[174 µM]; D: -7; E: i; F: 25%[87.6 µM]; G: 6%[87.6 µM]
mol: Cc1nc(Nc2cnn(C3CCNCC3)c2)nc2c1N(C)C(=O)c1cc3ccccc3cc1N2C
  A: /; B: /; C: /; D: 10; E: -9%; F: /; G: ?
mol: COc1ccc(Cl)cc1NC(=O)CCC1CCCN(Cc2ccc(C)s2)C1 (centres undefined)
  A: ?; B: -6%; C: ?; D: -4; E: i; F: -9%; G: -1%
mol: O=C(NCc1nnc2ccc(-c3ccccc3)nn12)c1cc(F)ccc1Cl
  A: 40µM*; B: 0%; C: ?; D: 12; E: 2%; F: 0%; G: -25%
mol: Cc1ccc(-c2cccc(CN3CCCC3C(=O)NCC(F)F)c2)cc1Cl (centres undefined)
  A: 40µM*; B: /; C: ?; D: -2; E: /; F: /; G: /
mol: Fc1ccc(OC2CN(CC3CCCCC3)C2)cc1F
  A: ?; B: -5%[172 µM]; C: ?; D: 4; E: -6%[88.5 µM]; F: 9%[87.6 µM]; G: -2%[87.6 µM]
mol: Cc1ccc(C(=O)N2CCCC(C(=O)N3CCC(c4nc5ncccc5[nH]4)C3)C2)cc1 (centres undefined)
  A: i; B: /; C: i; D: 9; E: -3%; F: 0%; G: 1%
mol: CCN1C(=O)C2CC3(CCN(C(=O)c4cc(C)nn4C)CC3)CN2C1=O (centres undefined)
  A: -8%; B: -5%; C: -10%; D: -12; E: i; F: 13%; G: 0%
mol: COc1ccccc1/C=C/c1nc(C#N)c(NCc2ccccc2)o1
  A: /; B: /; C: /; D: -24; E: /; F: 57%[activator]; G: ?
mol: CCC(C)NC(=O)CCN(CC)C(=O)c1cc(C)oc1C (centres undefined)
  A: -3%; B: -11%; C: -9%; D: 15; E: 0%; F: -6%; G: 7%
mol: O=C(O)C[C@@H]1CCN(S(=O)(=O)c2ccccc2)C[C@@H]1CC1=NCCc2cc(F)ccc21
  A: i; B: 6%; C: -11%; D: -2; E: -1%; F: -10%; G: 5%

Only part of the results is shown, so the mix of outcomes need not match the whole.
